USP2a inh = USP2a (human) protease inhibition; USP2 core, Ub-CHOP2 coupled fluorogenic reporter, 485/531; Potency, µM (series often up to 38.3 µM), for inactives: at the highest dose activity change, negative = inhibition, most hits filed as inhibitors; 330,000 compounds, 0.01% hits; AID 463254;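 note: potency is the fitted concentration of half-maximal effect; plate controls were DMSO wells for no effect and full inhibition by NEM control for full effect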
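USP2 core (10nM final) preincubated 30min RT with compound in 20mM Tris-HCl pH 8.0, 2mM CaCl2, 2mM beta-mercaptoethanol, 0.05% CHAPS; 25nM Ub-CHOP2 plus 25nM reporter substrate added, fluorescence (Ex485/Em531) read after 60min.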
Menin MLL FP TR = menin-MLL binding inhibition, Texas Red mutant peptide | O00255 | Menin + Texas Red MLL mutant peptide, fluorescence polarization | Potency, µM (series often up to 61.6 µM), for inactives: at the highest dose FP activity change, negative = inhibition, most hits filed as inhibitors | 270,000 compounds, 0.23% hits; active = well fitted inhibition curve with a large enough effect in the polarisation, with a control signal flat, not every such curve was filed as active; inconclusive = small, poorly fitted or top-dose-only effect, or effect the other way, or a change in a side signal; inactive = no such curve, though single readings can be large or run the other way; the % refers to the polarisation; note: potency is the fitted concentration of half-maximal effect; % of control where 0% means no effect; many of its hits are not listed in these tables
S-ASM inh = human S-ASM enzyme inhibition; placental ASM, HMU-PC fluorogenic substrate, 60 min; P17405; Potency, µM (doses to about 57.5 µM), for inactives: top-dose activity change, negative = inhibition, actives largely listed as inhibitors; AID 504937; 340,000 compounds, 0.006% hits; note: potency is the fitted concentration of half-maximal effect
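Human placenta-derived ASM preincubated with compound 10 min at room temperature, then reacted with 9 uM (final) fluorogenic HMU-PC substrate for 60 min at 37 C. Stop solution raises pH to 10; fluorescence read at Ex 386/Em 447 nm.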
MBNL1-CUG inh = blocks human MBNL1 binding to CUG repeat RNA. Q9NR56. TR-FRET MBNL1-His/biotin-(CUG)12 binding, 665/545 ratio. Potency, µM (doses to about 57.5 µM), for the others: top-dose activity change, negative = inhibition, hits mostly inhibitors. 280,000 compounds, 0.036% hits; active = well fitted inhibition curve with a large enough effect in the signal ratio, with a control signal flat, not every such curve was filed as active; inconclusive = small, poorly fitted or top-dose-only effect, or effect the other way, or a change in a side signal; inactive = no such curve, though single readings can be large or run the other way; the % refers to the signal ratio; note: potency is the fitted concentration of half-maximal effect; % is set by controls: 0 for no effect and ±100 for the full control effect
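Inhibition of protein-RNA binding appears as loss of TR-FRET between terbium anti-His antibody on MBNL1-His and streptavidin-XL665 on biotin-(CUG)12. Activity is normalized to buffer-only and uninhibited-complex controls.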
GALK inh = galactokinase (human) inhibition; P51570; Purified GALK, Kinase-Glo residual ATP luminescence; Potency, µM (highest dose often 57.5 µM), without a hit: at the highest dose activity change, negative = inhibition, usual class: inhibitors; 270,000 compounds, 0.007% hits; AID 1868; note: potency is the fitted concentration of half-maximal effect; % is set by controls: 0 for no effect and ±100 for the full control effect
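GALK at 5 nM final was combined with compound, 35 uM ATP and 100 uM galactose in HEPES pH8.0 with MgCl2 and DTT. The reaction ran one hour at room temperature before luminescent ATP detection.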
PKM2 act = PKM2 (human) enzyme activation. P14618. purified PKM2, Kinase-Glo ATP luminescence, activation; response scale: 0% is enzyme alone, no compound. Potency, µM (series often up to 57.5 µM), inactives show top-dose activation, usual class: activators. AID 1631. 260,000 compounds, 0.34% hits; note: potency is the fitted concentration of half-maximal effect; % is set by controls: 0 for no effect and ±100 for the full control effect; nearly all actives have a fitted effect of over 55% in size
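ATP formation by purified human PK-M2, quantified via coupled luciferase luminescence after 1 h at room temperature with 0.1 mM ADP and 0.5 mM PEP final.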
Eya2 inh = Eya2 (human) phosphatase inhibition; O00167; recombinant Eya2, OMFP fluorescence dephosphorylation (OMFP is methylfluorescein phosphate); Potency, µM (highest dose often 76.9 µM), inactives show top-dose activity, negative = inhibition, usual class: inhibitors; 330,000 compounds, 0.006% hits; AID 488837; note: potency is the fitted concentration of half-maximal effect; % is set by controls: 0 for no effect and ±100 for the full control effect
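Eya2 (0.2 uM) preincubated 10 min at ambient with compound, then OMFP substrate added at 50 uM; 10 min reaction in 50 mM HEPES pH 7.5, 50 mM NaCl, 5 uM MgCl2, 0.05% BSA, 1 mM DTT. Fluorescence read at Ex 485/Em 525 nm.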
Chronic BCR inh = inhibitors of chronic active B-cell receptor signaling. 340,000 compounds, 0.05% hits. Potency, µM (doses to about 46.1 µM), inactives show at the highest dose ratio change, negative = lower green/red ratio, hits mostly inhibitors. ABC-DLBCL IkBa-CBG/CBR reporter, luminescence ratio, 4 h. AID 493014; active = well fitted inhibition curve with a large enough effect in the signal ratio, with a control signal flat, not every such curve was filed as active; inconclusive = small, poorly fitted or top-dose-only effect, or effect the other way, or a change in a side signal; the % refers to the signal ratio;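 note: potency is the fitted concentration of half-maximal effect; plate controls were basal doxycycline-induced cells for no effect and cells given 10 µM MG132 for full effect; MG132 reads +100%, hits lower the ratio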
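Concentration-response series (up to 46 uM) were applied to TMD8 dual-reporter cells for 4 h at 37C with doxycycline. Green/red ratio, after filter-overlap correction, defined %Activity; red signal alone was normalised to basal cells and zero luminescence.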
TSHR antag = antagonists of human thyroid stimulating hormone receptor; 330,000 compounds, 0.2% hits; activity change, negative = inhibition, % at 11.5 µM; P16473; TSHR-expressing cells, TSH-stimulated cAMP HTRF, 2 h; active compounds read low;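 active = activity change below a set negative limit, meaning inhibition stronger than a set level, cut at about -70% in these data; inconclusive = activity change between two set negative limits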; note: % is set by controls: 0 for no effect and ±100 for the full control effect
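Antagonism was scored as loss of TSH-driven cAMP in TSHR cells, stimulated with 4nM TSH (EC80) for 2 hours at 37 deg C and detected by homogeneous HTRF competition immunoassay.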
Mito fusion yeast = mitochondrial division inhibition or fusion activation. Potency, µM (highest dose often 46.1 µM), inactives show at the top dose growth rescue (activation), usual class: activators. S. cerevisiae fusion-defective mutant growth rescue, CellTiterGlo 48 h. 320,000 compounds, 0.23% hits. AID 485298;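 note: potency is the fitted concentration of half-maximal effect; % of control where 0% means no effect; nearly all actives have a fitted effect of over 45% in size; temperature-sensitive fusion mutants such as fzo1-1 at 37 °C on non-fermentable ethanol glycerol medium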
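Luminescent cell viability in 1536-well qHTS format served as the measure of rescued growth in ts fusion-mutant S. cerevisiae cultured on non-fermentable YPEG for 48 hours at 37C.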
KCNH2 WT inh = KCNH2 (human, wildtype) channel inhibition; activity change, % at 1.84 µM; U2OS, BacMam KCNH2, thallium flux FluxOr; active compounds read low; 340,000 compounds, 0.37% hits;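 active = maximum activity change below -70%; inconclusive = maximum activity change between -70% and -50%; inactive = maximum activity change above -50%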; note: % is set by controls: 0 for no effect and ±100 for the full control effect
Target sequence (Q12809 whole entry, looked up): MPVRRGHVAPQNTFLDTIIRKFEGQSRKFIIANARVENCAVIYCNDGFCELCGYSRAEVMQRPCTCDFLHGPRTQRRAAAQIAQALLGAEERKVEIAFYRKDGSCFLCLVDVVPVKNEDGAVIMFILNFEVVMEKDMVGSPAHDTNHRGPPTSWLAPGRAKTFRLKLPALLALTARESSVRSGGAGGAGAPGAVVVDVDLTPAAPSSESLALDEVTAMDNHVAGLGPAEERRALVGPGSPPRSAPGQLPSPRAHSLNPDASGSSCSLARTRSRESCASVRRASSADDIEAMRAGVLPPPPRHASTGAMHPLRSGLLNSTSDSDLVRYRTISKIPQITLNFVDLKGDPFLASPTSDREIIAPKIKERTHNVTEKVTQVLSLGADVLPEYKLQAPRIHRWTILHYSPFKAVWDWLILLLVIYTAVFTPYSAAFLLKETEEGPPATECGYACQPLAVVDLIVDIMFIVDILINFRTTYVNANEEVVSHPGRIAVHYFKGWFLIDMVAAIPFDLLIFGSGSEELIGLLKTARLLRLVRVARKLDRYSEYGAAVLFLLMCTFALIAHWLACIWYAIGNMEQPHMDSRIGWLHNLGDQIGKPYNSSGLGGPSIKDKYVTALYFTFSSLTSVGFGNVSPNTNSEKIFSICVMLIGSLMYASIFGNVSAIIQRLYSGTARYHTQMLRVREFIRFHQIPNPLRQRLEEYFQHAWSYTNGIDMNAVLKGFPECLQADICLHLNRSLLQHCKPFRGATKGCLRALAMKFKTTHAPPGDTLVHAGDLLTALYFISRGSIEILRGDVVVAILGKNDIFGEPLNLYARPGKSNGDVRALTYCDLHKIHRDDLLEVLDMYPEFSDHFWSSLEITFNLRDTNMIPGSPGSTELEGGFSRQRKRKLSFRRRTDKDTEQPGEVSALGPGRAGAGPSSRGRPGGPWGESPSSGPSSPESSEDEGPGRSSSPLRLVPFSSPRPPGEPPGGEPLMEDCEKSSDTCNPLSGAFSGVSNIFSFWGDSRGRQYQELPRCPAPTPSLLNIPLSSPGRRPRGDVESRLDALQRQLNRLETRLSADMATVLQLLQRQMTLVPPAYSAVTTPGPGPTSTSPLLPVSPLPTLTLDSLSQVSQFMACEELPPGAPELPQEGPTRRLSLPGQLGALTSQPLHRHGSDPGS
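U2OS cells transduced with wild-type KCNH2 virus are loaded with FluxOr dye for 45 min, and thallium flux is measured in kinetic reads before and after stimulation buffer. Rate constants are normalized to DMSO controls.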
The depositor's hits bear a star; ? = inconclusive; . = no result given; [ ] = dose if it differs, or a comment. Unless noted, calls come from the whole dose curve; as a rule, active = well fitted curve in the direction sought with a large enough effect; inconclusive = small, poorly fitted or top-dose-only effect, or another doubt; inactive = no such curve, though single readings can be large; an effect the other way counts as inactive or inconclusive. A portion of the library; count on the stated rates, not on these rows.

SMILES	USP2a inh	Menin MLL FP TR	S-ASM inh	MBNL1-CUG inh	GALK inh	PKM2 act	Eya2 inh	Chronic BCR inh	TSHR antag	Mito fusion yeast	KCNH2 WT inh
CC12CCC(C/C1=N/NC(=O)Nc1ccccc1)C2(C)C (stereo not drawn)	2%	-13%	-2%	2%	4%	2%	0%	5%	21	13%	8
COc1ccccc1C(C)N(C)Cc1nc(COc2ccccc2)no1 (stereo not drawn)	0%	?	6%	12%	10%	1%	-3%	7%	-9	29%	1
Cc1cc(C)nc(N(C#N)Cc2ccc([N+](=O)[O-])cc2)n1	2%	-16%	-1%	?	1%	9%	-3%	-20%	6	4%	28
COc1ccc(-c2nnc(Nc3ccc(OC)c(C(=O)N4CCCCC4)c3)c3ccccc23)cc1	-2%	3%	-2%	61%[activator]	-1%	5%	6%	?	15	1%	-2
COc1ccc(OC)c(N=CC2=C(O)CC(C)(C)CC2=O)c1	0%	-19%	-1%	22%	-5%	-9%	-29%	?	0	-8%	19
O=S(=O)(c1ccccc1)N1CCN(C/C=C/c2ccccc2)CC1	-3%	0%	5%	1%	-3%	7%	0%	-1%	-12	-1%	-3
COc1cccc(NC(=O)C2C3C=CC(C3)C2C(=O)O)c1 (stereo not drawn)	0%	15%	2%	0%	-4%	1%	-12%	2%	3	3%	-12
C=CCN(c1nc(C)c(Br)c(OC)n1)S(=O)(=O)c1ccc(C)cc1	3%	-29%	-16%	-6%	7%	5%[11.5 µM]	8%	?	-3	-17%	15
COc1cc(OC)c2c(c1)OC(c1ccc(OC)c(OC)c1)C(O)C2=O (stereo not drawn)	-1%	-4%	-6%	?	0%	0%	5%	?	-1	-3%	1
O=C1CCCC/C1=N\Nc1ccc(OCc2ccccc2)cc1	4%	5%	0%	8%[11.5 µM]	.	-2%	-14%	3%	-5	-20%	-1
NNC(=O)c1ncoc1-c1ccc(Cl)cc1	3%	.	-1%	2%	1%	3%	5%	-13%	-5	6%	-1
COc1ccc(NS(=O)(=O)c2ccc(OC)c3ccccc23)cn1	0%	12%	-4%	?	-2%	-6%	-13%	-2%	-1	17%	-6
Cc1ccc(C2(COC(=O)C(C)C)CO2)c(OC(=O)C(C)C)c1 (stereo not drawn)	-10%	.	0%	?	5%	-2%	10%	?	-5	-13%	-2
COC(=O)c1ccccc1Nc1cc(C)nc2nc(C)nn12	1%	11%	-3%	22%	.	0%	-3%	-2%	0	-2%	21
COc1cccc(CN(C)C(=O)CSC(C)C(=O)Nc2cc(C)on2)c1OC (stereo not drawn)	2%	.	-2%	.	.	.	-4%	-13%	9	-1%	-8
CC(C)[C@H](NC(=O)c1ccccc1)C(=O)OCC(=O)Nc1ccc2c(c1)OCCO2	1%	0%	2%	-8%	0%	-7%	-3%	-4%	9	-1%	0
COC(=O)c1sccc1NC(=O)CC1C(=O)NCCN1C(=O)c1ccccc1 (stereo not drawn)	0%	.	1%	1%	5%	2%	-17%	-2%	3	-2%	8
CC1(C)CN(c2ccccc2)N(C(=O)c2ccc(C#N)cc2)C1=O	5%	.	5%	-16%	-7%	5%	2%	-22%	29	6%	2
CCC(=O)NC(c1cccs1)c1cc(Cl)c2ccccc2c1O (stereo not drawn)	3%	.	276%[activator]	.	.	.	-3%	-5%	-13	23%	.
COc1ccc(/C=N/Nc2cc(C)nc3ccccc23)cc1	-4%	?	61%[activator]	?	7%	0%[11.5 µM]	1%	?	3	-4%	-5

Arranged by count of non-hydrogen atoms (highest first): part of the list above.
SMILES	USP2a inh	Menin MLL FP TR	S-ASM inh	MBNL1-CUG inh	GALK inh	PKM2 act	Eya2 inh	Chronic BCR inh	TSHR antag	Mito fusion yeast	KCNH2 WT inh
CC(C)[C@H](NC(=O)c1ccccc1)C(=O)OCC(=O)Nc1ccc2c(c1)OCCO2	1%	0%	2%	-8%	0%	-7%	-3%	-4%	9	-1%	0
COC(=O)c1sccc1NC(=O)CC1C(=O)NCCN1C(=O)c1ccccc1 (stereo not drawn)	0%	.	1%	1%	5%	2%	-17%	-2%	3	-2%	8
CC1(C)CN(c2ccccc2)N(C(=O)c2ccc(C#N)cc2)C1=O	5%	.	5%	-16%	-7%	5%	2%	-22%	29	6%	2
Cc1ccc(C2(COC(=O)C(C)C)CO2)c(OC(=O)C(C)C)c1 (stereo not drawn)	-10%	.	0%	?	5%	-2%	10%	?	-5	-13%	-2
COc1ccc(/C=N/Nc2cc(C)nc3ccccc23)cc1	-4%	?	61%[activator]	?	7%	0%[11.5 µM]	1%	?	3	-4%	-5
NNC(=O)c1ncoc1-c1ccc(Cl)cc1	3%	.	-1%	2%	1%	3%	5%	-13%	-5	6%	-1

(listing goes on)
SMILES	USP2a inh	Menin MLL FP TR	S-ASM inh	MBNL1-CUG inh	GALK inh	PKM2 act	Eya2 inh	Chronic BCR inh	TSHR antag	Mito fusion yeast	KCNH2 WT inh
CC(=O)NC(CC(=O)N(C)Cc1c(F)cccc1Cl)c1ccccc1 (stereo not drawn)	4%	15%	7%	-7%	13%	-2%	7%	-1%	4	3%	-12
Cc1ccsc1C(=O)OC1CCOC1=O (stereo not drawn)	3%	-4%	0%	4%	1%	-2%	20%	-3%	1	-1%	2
COc1ccc(C(=O)N2CC3(CC(c4cccc(NC(=O)CC(c5ccccc5)c5ccccc5)c4)=NO3)C[C@H]2C(N)=O)cc1 (stereo partly drawn)	-3%	.	-13%	-1%	-2%	4%	1%	1%	18	27%	10
COc1ccccc1C(=O)N1CCN(CCc2ccccc2)CC1	1%	-4%	7%	-9%	4%	-1%	0%	2%	0	-1%	-26
CC[C@@H]1C=C(C(=O)O)[C@H](c2ccc(C#N)cc2)N1S(=O)(=O)c1ccc(C)cc1	1%	.	4%	.	.	.	-7%	0%	-14	.	-4
COC(=O)C(CC(C)C)NC(=O)CSc1nc(-c2ccccc2)c(C#N)c(=O)[nH]1 (stereo not drawn)	2%	-1%	7%	22%	-2%	1%	18%	8%	7	-11%	-1
CCOc1ccccc1C(=O)NC1CC2CCCC(C1)N2Cc1nnnn1Cc1ccco1 (stereo not drawn)	3%	0%	4%	18%	2%	5%	-1%	?	-17	3%	-4
Cn1cc(-c2cccc(Cl)c2)cc(C#N)c1=O	2%	8%	142%[activator]	?	0%	1%	-9%	3%	6	-2%	-3
Nc1cc(-c2ccccc2)nn1Cc1ccc(Cl)cc1	0%	?	-1%	-3%	-2%	0%	9%	?	-1	-1%	-1
O=S(=O)(c1ccc(N2CCCCCC2)nc1)N1CCCC1	12%	-1%	2%	18%	-1%	0%	6%	2%	-1	10%	-19
O=C(CSCc1ccccc1)Nc1cccc(C(=O)Nc2ccccc2C(=O)O)c1	1%	?	3%	0%	-5%	-3%	8%	?	-18	2%	-20
Cc1ccc(N=C2NC(=O)c3cccc([N+](=O)[O-])c32)cc1	-2%	?	1%	?	-1%	0%	-23%	4%	17	4%	-4
C[C@H](CO)N1C[C@H](C)[C@@H](CN(C)S(C)(=O)=O)Oc2c(NC(=O)Nc3ccccc3)cccc2C1=O	2%	.	1%	.	.	.	16%	3%	-6	.	7
CCOC(=O)C1=C(CS(=O)(=O)c2ccc(Cl)cc2)NC(=O)NC1c1ccc(O)c(OC)c1 (stereo not drawn)	-1%	-6%	1%	1%	6%	-2%[0.46 µM]	4%	-8%	-6	-2%	-10
O=C(c1cncc(Br)c1)N1CCN(c2ccc([N+](=O)[O-])cc2)CC1	4%	5%	-7%	.	0%	-3%	4%	-3%	3	-3%	12
CCc1[nH]nc2c1C(C1C=CCCC1)C(C#N)=C(N)O2 (stereo not drawn)	-1%	14%	2%	-3%	-1%	3%	1%	?	-13	-8%	7
